From PubChem
HepG2 tox = counter-screen for TGF-b inhibitors: cytotoxicity in HepG2 cells; HepG2 CAGA-GFP viability, ATP luminescence, 18 h; 0.76% of 410,000 active; Potency, µM (highest dose often 46.1 µM), inactives show at the top dose activity change, negative = cytotoxicity, actives largely listed as cytotoxic; note: potency is the fitted concentration of half-maximal effect; some results filed as inactive show a strong effect at the top dose
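CellTiter-Glo luminescence gave cytotoxicity after 18 hours at 37 degrees C. The cells were HepG2 CAGA-GFP in 1% FBS DMEM, stimulated with 500 pg/mL TGF-beta after compound addition. %Activity was normalised to no-cell wells (complete cell-killing) and DMSO (no toxicity), and curves were fitted and classified.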
TGFb inhibitor = TGF-b pathway inhibition; HepG2 CAGA-GFP TGF-b/SMAD3 reporter, GFP fluorescence, 18 h; TGF-beta stimulated, 500 pg/mL final; AID 588855; Potency, µM (titrated, usually from 46.1 µM), without a hit: top-dose activity, negative = inhibition, actives largely listed as inhibitors; 1.2% of 410,000 active; note: potency is the fitted concentration of half-maximal effect; % is set by controls: 0 for no effect and ±100 for the full control effect; nearly all actives have a fitted effect of over 65% in size
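Using HEPG2 CAGA-GFP reporter cells at 1000 cells/well, we pinned test compounds, stimulated with recombinant TGF-beta (500 pg/mL final) and measured total well GFP after 18 h.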
ATXN2 expr inh = ATXN2 expression inhibition. HEK-293 ATXN2-luciferase reporter, luminescence, 24 h. Potency, µM (top dose mostly 57 µM), for inactives: at the top dose activity change, negative = inhibition, usual class: inhibitors. 0.72% of 360,000 active. AID 1745845; note: potency is the fitted concentration of half-maximal effect; % is set by controls: 0 for no effect and ±100 for the full control effect; nearly all actives have a fitted effect of over 55% in size
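ATXN2-luciferase reporter cells (luciferase flanked by upstream and downstream ATXN2 gene portions) were treated 24 h at 37 °C with compounds at up to 57 uM. SteadyGlo luminescence gave expression; GF-AFC fluorescence gave viability.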
IL1B secr inh = inflammasome signaling inhibition, IL-1 beta readout | 4.7% of 360,000 active | AID 743279 | activity change, % at 57.5 µM | THP-1 LPS/ATP IL-1B secretion, AlphaLISA, 16 h; active compounds read low; in the data active = activity change below about -50%; inconclusive = mostly about -30% to -49%; note: % is set by controls: 0 for no effect and ±100 for the full control effect
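THP-1 cells pretreated 1 hr with compounds (up to 57.5 uM final), then stimulated with LPS (250 ng/mL final) plus ATP (1.25 mM final); secreted IL-1B measured by AlphaLISA after 16 hr, decreased signal indicating inhibition.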
Nrf2 ARE act = activators of Nrf2 (ARE) signaling; AREc32 ARE-luciferase reporter (MCF7-derived line), luminescence, 24 h; Potency, µM (doses to about 46.1 µM), without a hit: top-dose activation, most hits filed as activators; 0.31% of 410,000 active; note: potency is the fitted concentration of half-maximal effect; % of control where 0% means no effect; nearly all actives have a fitted effect of over 65% in size
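AREc32 cells carrying an ARE-driven firefly luciferase reporter were seeded at 1000 cells/well in OPTI-MEM with 5% FBS, then exposed to compound for 24 hr at 37 deg C. Luminescence was read with Steady-Glo after 30 min at RT.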
Nrf2 inh = blocks Nrf2 signaling. Potency, µM (doses to about 46 µM), without a hit: at the highest dose activity change, negative = inhibition, actives largely listed as inhibitors. A549 ARE-Fluc reporter, luciferase luminescence, 18-24 h. AID 504444. 2.1% of 360,000 active; note: potency is the fitted concentration of half-maximal effect; % is set by controls: 0 for no effect and ±100 for the full control effect; nearly all actives have a fitted effect of over 60% in size
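A549 ARE_Fluc cells, 5000/well, 5% FBS OPTI-MEM; compounds in dose-response, 18-24 h at 37 °C/5% CO2; CellTiter-Fluor viability read (Ex 405/Em 525), then BugLite luciferase luminescence = Nrf2 activity.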
A549 tox = kills or reduces viability of A549 cells in Nrf2 counter-screen; A549 ARE-Fluc cells, CellTiter-Fluor viability, 18-24 h; Potency, µM (highest dose often 46 µM), without a hit: at the top dose activity change, negative = cytotoxicity, actives largely listed as inhibitors; 0.16% of 390,000 active; note: potency is the fitted concentration of half-maximal effect; % is set by controls: 0 for no effect and ±100 for the full control effect
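A549 ARE_Fluc cells in 5% FBS OPTI-MEM were exposed to compounds in concentration-response for 18-24 h at 37 deg C. Viability was read by CellTiter-Fluor fluorescence (Ex 405/Em 525) after 30 min, before the luciferase read.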
MCF10A rerep = inducers of DNA re-replication in MCF 10A breast cells | MCF 10A DNA re-replication, Hoechst nuclear intensity, 48 h | Potency, µM (doses to about 46.1 µM), for the others: at the top dose activity, positive = re-replication, most hits filed as activators | 2.9% of 350,000 active | AID 624296; note: potency is the fitted concentration of half-maximal effect; % of control where 0% means no effect; nearly all actives have a fitted effect of over 50% in size
S2 tox = cell viability loss in ATXN counter-screen; S2 cells (HEK-293 line with an ATXN2-luciferase reporter) viability, CellTiter-Fluor protease fluorescence, 24 h; Potency, µM (doses to about 56.7 µM), most hits filed as cytotoxic; 0.49% of 400,000 active; AID 651635; note: potency is the fitted concentration of half-maximal effect; nearly all actives have a fitted effect of over 40% in size
The depositor's hits bear a star; i = inactive; ? = inconclusive; nt = no result given; [ ] = remark or other dose. Unless noted, calls come from the whole dose curve; as a rule, active = well fitted curve in the direction sought with a large enough effect; inconclusive = small, poorly fitted or top-dose-only effect, or another doubt; inactive = no such curve, though single readings can be large; an effect the other way counts as inactive or inconclusive. Not a hit list; overall some 8.8% were active at least once.

SMILES | HepG2 tox | TGFb inhibitor | ATXN2 expr inh | IL1B secr inh | Nrf2 ARE act | Nrf2 inh | A549 tox | MCF10A rerep | S2 tox
O=C(C[n+]1cc(-c2ccc(F)cc2)n2c1CCC2)Nc1nc(-c2ccccc2)cs1 | 5% | 10% | 26% | -2 | 5.2% | 30% | 3% | -8% | i
O=C(CSc1nc2ccsc2c(=O)n1Cc1ccccc1Cl)NCc1ccc(F)cc1 | -2% | 0% | -2% | nt | 0.0% | -18% | -20% | nt | i
COc1ccc2c(c1)c(C(=O)N/N=C/c1ccccc1Cl)c(C)n2C | -47% | 14% | -30% | -19 | 0.6% | ? | -1% | 6% | i
Cc1ccc(S(=O)(=O)N2[C@@H](c3ccc(Cl)cc3)C(C(=O)OC(C)(C)C)=CC[C@H]2c2ccc(Cl)c(Cl)c2)cc1 | 4% | 4% | 5% | 25 | -0.2% | nt | nt | nt | i
CCn1nc(NC(=O)Cc2ccc(OC)cc2)c2cc3cc(C)ccc3nc21 | -1% | 0% | nt | 45 | 3.4% | 12% | 14% | 1.8µM* | i
CN(C)N1C(N)=C(C#N)C(c2ccccc2)C2=C1CC(C)(C)CC2=O (stereo not given) | -7% | -8% | 2% | -11 | -0.3% | 1% | 1% | -21% | i
N#C/C(=C\c1ccc(-c2cccc([N+](=O)[O-])c2)o1)C(=O)NCCN1CCOCC1 | 5% | 23% | -20% | -79* | 2.5% | ? | -12% | 18% | i
COCCn1ccc2c(OCC(=O)Nc3cccc(NC(C)=O)c3)cccc2c1=O | 18µM* | -4% | 3% | -14 | 2.1% | -5% | -2% | 11% | i
CC(C)(C)c1ccc(S(=O)(=O)NCCc2ccncc2)cc1 | -4% | -2% | -7% | -29 | -0.2% | ? | -9% | 1% | ?
COC(=O)COc1ccc(S(=O)(=O)Nc2ccc(C(N)=O)cc2)cc1C | -94% | 16µM* | -2% | 7 | -0.4% | 9% | 2% | -1% | i
Cc1ccc(NC(=O)CN2C(=O)N/C(=C/c3ccc(N4CCOCC4)cc3)C2=O)cc1 | 10% | -2% | 13% | 10 | 4.7% | ? | -5% | 2% | i
CCc1ccc(N(CC(=O)NC2CC2)S(=O)(=O)c2ccc(C)cc2)cc1 | -4% | 0% | -2% | 21 | -0.1% | 5% | 16% | 4% | i
O=S(=O)(c1cnc(Cl)c(Br)c1)N1CCc2ccccc21 | -40% | ? | ? | -103* | ? | 7% | 3% | ? | ?
CCC(C)NC(=O)CSc1nnc(-c2cc(OC)c(OC)c(OC)c2)c(-c2cc(OC)c(OC)c(OC)c2)n1 (stereo not given) | 10% | 48%[activator] | 5% | 14 | -0.4% | -7% | -9% | 3% | i
Cc1ccc(CN(C(=O)c2cccs2)C2CCS(=O)(=O)C2)cc1 (stereo not given) | -6% | 4% | 0% | -13 | 0.9% | 2% | -2% | -5% | i
Cc1ccccc1Cn1nc(C)c(NC(=O)c2cc(-c3ccco3)on2)c1C | -19% | -14% | nt | 11 | -1.1% | 18% | 12% | 3% | i
CN(C)S(=O)(=O)N1CCc2ccc(NC(=O)C3CCCO3)cc2C1 (stereo not given) | 8% | 1% | -13% | i | 4.0% | 13% | 0% | -22% | i
Fc1ccc(N2CCN(C(=S)NCc3ccco3)CC2)cc1 | -1% | -16% | -24% | ? | 0.7% | -18% | 5% | 6% | nt
CCOC(=O)c1c(C)[nH]c(C(=O)Cn2nnc(-c3ccc(Cl)cc3)n2)c1C | -13% | 2% | ? | 10 | -0.1% | -11% | 3% | -7% | ?
c1ccc(CN2CCC(=NNc3nc4ccccc4[nH]3)CC2)cc1 | -36% | -3% | -18% | 120 | -0.3% | -1% | 1% | ? | i
CCNC(=O)NC(=O)CSc1ccccc1F | -3% | -21% | 1% | -3 | 0.0% | -9% | 15% | -5% | i
CCOc1ccc(NC(=O)NCCCn2c(C)nc3cc(C)c(C)cc32)cc1 | -24% | -20% | -27% | -7 | 2.5% | 14% | 2% | 4% | i
CCOc1ccc2[nH]c(=O)c(CN(CCO)Cc3nnnn3CCc3ccccc3)cc2c1 | -18% | 2% | 4% | -5 | 0.4% | 6% | -3% | 19% | ?
CC(=O)N1CCc2c(sc(NC(=O)Cc3ccc(C)cc3C)c2C#N)C1 | -1% | -2% | 5% | 14 | -1.3% | 29% | 8% | -1% | i
Cc1ccc(NC(=O)CSCC(=O)Nc2cccc3ncccc23)cc1 | 2% | 13% | -2% | 22 | -0.1% | -5% | 0% | ? | i
Cc1nn(-c2ccccc2C(F)(F)F)c(=O)c2noc(C)c12 | -37% | -4% | 0% | 12 | -0.3% | 18% | -8% | 6% | i
Cc1ccc(C)c(S(=O)(=O)N2CCN(C(=O)Cn3cnc4c3c(=O)n(C)c(=O)n4C)CC2)c1 | -1% | 0% | 5% | -22 | -0.4% | -12% | 2% | nt | i
Cc1nn(C)cc1S(=O)(=O)NCc1ccccc1Cl | 5% | 0% | 7% | 1 | -0.1% | 1% | 1% | -2% | i
O=C(Cn1cc(C(=O)c2ccco2)c2ccccc21)Nc1ccccc1C(F)(F)F | -51% | ? | -3% | nt | 0.0% | 5% | 1% | nt | i
CC(C)[N+](C)(C)CC#CC(O)(c1ccccc1)c1ccccc1 | 6% | -8% | -11% | -10 | -0.7% | 0% | 3% | -1% | i

Complete entries from above:
Cc1nn(C)cc1S(=O)(=O)NCc1ccccc1Cl across the screens: HepG2 tox = 5%; TGFb inhibitor = 0%; ATXN2 expr inh = 7%; IL1B secr inh = 1; Nrf2 ARE act = -0.1%; Nrf2 inh = 1%; A549 tox = 1%; MCF10A rerep = -2%; S2 tox = i
CC(=O)N1CCc2c(sc(NC(=O)Cc3ccc(C)cc3C)c2C#N)C1 across the screens: HepG2 tox = -1%; TGFb inhibitor = -2%; ATXN2 expr inh = 5%; IL1B secr inh = 14; Nrf2 ARE act = -1.3%; Nrf2 inh = 29%; A549 tox = 8%; MCF10A rerep = -1%; S2 tox = i

Additional entries follow:
SMILES | HepG2 tox | TGFb inhibitor | ATXN2 expr inh | IL1B secr inh | Nrf2 ARE act | Nrf2 inh | A549 tox | MCF10A rerep | S2 tox
Cc1ccc(N2CC(C(N)=O)CC2=O)cc1C (stereo not given) | -1% | ? | -25% | 63 | -0.7% | -4% | -2% | 0% | i
O=C(NCCCn1ccnc1)NC(C(F)(F)F)C(F)(F)F | -4% | 13% | -1% | 0 | -0.1% | 5% | 3% | -183%[0.0737 µM] | i
O=C(Cc1ccccc1)NNS(=O)(=O)c1ccccc1[N+](=O)[O-] | 5% | 14% | -2% | 8 | 0.2% | -16% | -17% | -18% | i
Cc1ccc(NS(=O)(=O)c2ccc3c(c2)C(=O)c2ccccc2C3=O)c(C)c1 | 3% | -8% | -5% | 29 | 0.2% | -14% | 2% | ? | i
CCOc1ccc(NC(=S)NC(=O)C2CCCC2)cc1 | -22% | ? | 15% | -17 | 0.3% | 3% | 8% | 5% | i
COc1ccc(C(=O)N(C)CC2CCN(CCc3cccc(C(F)(F)F)c3)CC2)cc1C | -40% | ? | -14% | -61* | -0.2% | 4% | -14% | ? | ?
CC(=O)N1Cc2cc(C(=O)NCC(F)(F)F)nc(-c3cccc(-c4cc5ccccc5o4)c3)c2[C@@H]1CCO | nt | nt | -10% | 24 | 11% | nt | nt | nt | i
FC(F)(F)c1ccc(C2=Nc3ccccc3NC(c3cccs3)=N2)cc1 | -40% | -12% | 10% | nt | 7.2% | 11% | 5% | nt | i
CCN(CC)CCCNC(=O)c1cc(-c2ccc(OC)c(OC)c2)on1 | -4% | 5% | 8% | nt | 0.9% | 7% | -4% | nt | i
Cc1cc2oc(C(=O)Nc3ccc(S(=O)(=O)Nc4ncccn4)cc3)cc(=O)c2cc1C | -15% | 10% | 5% | nt | 0.0% | 1% | -7% | nt | i

Given with two lines to a compound: 5 of the compounds above
Screens in order – HepG2 tox | TGFb inhibitor | ATXN2 expr inh | IL1B secr inh | Nrf2 ARE act | Nrf2 inh | A549 tox | MCF10A rerep | S2 tox
CCN(CC)CCCNC(=O)c1cc(-c2ccc(OC)c(OC)c2)on1
→ -4% | 5% | 8% | nt | 0.9% | 7% | -4% | nt | i
Cc1ccc(N2CC(C(N)=O)CC2=O)cc1C (stereo not given)
→ -1% | ? | -25% | 63 | -0.7% | -4% | -2% | 0% | i
O=C(Cc1ccccc1)NNS(=O)(=O)c1ccccc1[N+](=O)[O-]
→ 5% | 14% | -2% | 8 | 0.2% | -16% | -17% | -18% | i
FC(F)(F)c1ccc(C2=Nc3ccccc3NC(c3cccs3)=N2)cc1
→ -40% | -12% | 10% | nt | 7.2% | 11% | 5% | nt | i
Cc1ccc(NS(=O)(=O)c2ccc3c(c2)C(=O)c2ccccc2C3=O)c(C)c1
→ 3% | -8% | -5% | 29 | 0.2% | -14% | 2% | ? | i

Next part
SMILES | HepG2 tox | TGFb inhibitor | ATXN2 expr inh | IL1B secr inh | Nrf2 ARE act | Nrf2 inh | A549 tox | MCF10A rerep | S2 tox
O=C(Cc1ccc(Cl)cc1)NNc1c(F)c(F)cc(F)c1F | -4% | 0% | 7% | ? | 2.4% | 16% | 0% | -3% | i
CCC(C)NC(=O)CSc1nc2cc3c(cc2c(=O)n1Cc1ccc(C(=O)NCCc2ccc(OC)c(OC)c2)cc1)OCO3 (stereo not given) | -6% | 0% | nt | nt | nt | 1% | 1% | nt | nt
O=C(c1cccn1-c1nnc(N2CCCCC2)s1)N1CCN(c2ccc(Cl)cc2)CC1 | -9% | ? | nt | nt | 0.6% | -24% | 20% | nt | nt
COc1ccc2c(c1)C1NC(=S)NC(C)(O2)C1C(=O)Nc1ccc(Cl)cc1 (stereo not given) | -23% | ? | -12% | -11 | 3.8% | -18% | 1% | 3% | i
COc1ccc(N(C2=NCCCS2)S(=O)(=O)c2ccc(C(C)(C)C)cc2)cc1 | -1% | -4% | 2% | -21 | -0.3% | -2% | 15% | -14% | i
CC(OC(=O)c1nn(C(C)C)c(=O)c2ccccc12)C(=O)Nc1ncc(Cl)cc1Cl (stereo not given) | -17% | -3% | 0% | 0 | 0.4% | 6% | 4% | -4% | i
